human PMI inhibition = inhibitors of human PMI, primary screen, biochemical, fluorescence intensity, coupled assay (AID 1209); hit rate 0.42% among 190,000; purified PMI enzyme, coupled fluorescence intensity; higher % means a stronger effect; inhibition, % at 20 µM; hits with a dose series show IC50 in µM; Mannose-6-phosphate isomerase (Homo sapiens); in the data active = inhibition above about 50%;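 note: plate controls were DMSO vehicle for no effect and wells lacking substrate for full effect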
MT stabilize HCS = microtubule stabilizers in HeLa cells, primary screen, imaging, high-content imaging. HeLa tubulin immunostaining HCS, 24 h; share of cells brighter than vehicle mean+2SD. % tubulin-high responders, % at 10 µM. hit rate 0.83% among 200,000. AID 2205, 2009;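 active = plate Z-score above 3 for both tubulin-high and condensed-nucleus cell shares, with cell loss under 80%, at 10 µM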;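 note: anti alpha tubulin signal scored within the nucleus-defined area of each cell; some results filed as inactive read as strong as hits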
TNAP activation fold = human TNAP enzyme activators, primary screen, biochemical, luminescent, no phosphate acceptor, uHTS (AID 1001); Alkaline phosphatase, tissue-nonspecific isozyme (Homo sapiens); purified TNAP, luminescent activation assay, no phosphate acceptor; higher activation fold means a stronger effect; one-dose activation fold at 20 µM; EC50 in µM for titrated hits; hit rate 0.03% among 200,000; in the data active = activation fold from about 3, or a potency from the dose series; inactive = the rest, 99 in 100 with activation fold below about 1.6; note: many of its hits are not listed in these tables
Lipid droplet = inhibitors of hepatocyte lipid droplet formation, primary screen, imaging, high-throughput imaging, BODIPY stain; AML12 mouse hepatocytes, oleate lipid droplets; inhibition, % at 6.5 µM; hit rate 0.4% among 240,000;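 active = lipid droplet intensity inhibited by at least 50%, with more than 500 cells counted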
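Test system: AML12 mouse liver cells; schedule: overnight exposure; technique: high-content imaging of BODIPY-stained droplets and DAPI nuclei; read-out: % inhibition of corrected integrated BODIPY droplet signal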
Insulin prom up = insulin promoter activators in MIN6 cells, imaging, high-content screening, mouse beta cells | MIN6 insulin promoter-GFP reporter; active compounds read high | z-score at 5 µM | hit rate 0.3% among 190,000;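 active = z-score above 3 at 5 µM with at least 500 cells counted in the well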
Myeloid diff MLP = induction of myeloid progenitor differentiation, primary screen, cell-based, flow cytometry, MLPCN library; ER-HoxA9 myeloid progenitors, lysozyme-GFP differentiation; calls only at 10 µM; hit rate 1% among 360,000;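 active = normalized GFP-positive differentiation at or above the plate's own cutoff, the solvent-only control mean plus 3 SD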;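 note: cells exposed to compound for four days before flow analysis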
T cell modulator = modulators of CD8 T cell-vesicle binding, primary screen, mouse 2C CD8+ T cells, flow cytometry; 2C CD8+ T cell-vesicle binding; active compounds read low; hit rate 0.068% among 330,000; AID 2052, 2009; calls only at 7 µM;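 active = response, share of CD8 T cells binding vesicles, and their 90th percentile fluorescence all below set limits, cut at about 80% in these data, passing the limit was not always enough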
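Also added: QL9-peptide-loaded Drosophila micro-vesicles bearing Ld, ICAM-1 and B7-1; Test system: purified 2C TCR transgenic mouse naive CD8+ T cells; Measured by: cytometric PE anti-B7-1 and Alexa647 anti-CD8 signals after 1% paraformaldehyde fixation; Timing: binding step 1.5 h, 37 °C, antibody labelling 20 min, ice.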
Dynein cargo inh = inhibitors of GR-EGFP nuclear translocation, primary screen, dynein cargo transport inhibitor project, imaging, high-content, 3617.4 mouse cells. z-score, hits read low. hit rate 0.47% among 220,000. test concentration mostly 20 µM; stimulated with dexamethasone, 1 µM; active compounds read low;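 active = plate z-score of nuclear minus cytoplasmic receptor signal below a set negative limit, without overly bright fluorescence or cell loss, cut at about -3.5 in these data, passing the limit was not always enough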;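 note: z-score of nuclear minus cytoplasmic ring GR-EGFP intensity difference per well; some compounds called inactive have numbers as strong as hits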
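Buffer or medium: tet-free, stripped-serum medium; Also added: dexamethasone, 1.0 µM final; Technique: high-content fluorescence imaging after fixation; Times: 48 h induction, 1 h compound, 30 min dex at 37 °C; Read-out: per-cell GR-EGFP intensity, nucleus versus surrounding cytoplasmic ring, well-averaged.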
bCat nuc transl = modulators of beta-catenin nuclear translocation, primary screen, imaging, HeLa cells, immunofluorescence, high-content | nuclear translocation activity, % at 5 µM | hit rate 0.3% among 190,000;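 active = nuclear translocation activity above 50% at 5 µM, with a well cell count of 50 or more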;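 note: per-cell ratio of nuclear to cytoplasmic median beta-catenin stain intensity; plate controls were DMSO negative control for no effect and GSK-3 inhibitor IX positive control for full effect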
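System: HeLa cells, endogenous beta-catenin; compound dosing: 5 µM primary single dose, 0.1% DMSO, 0.02–20 µM confirmation series; incubation: 24 h compound exposure at 37°C, 5% CO2; signal: beta-catenin immunofluorescence imaging with DAPI; evaluation: % activation, nuclear-to-cytoplasmic median beta-catenin signal ratio per cell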
Dynein cargo inh cytoplasmic EGFP = also measured in Dynein cargo inh; calls as there; z-score; measured here: cytoplasmic GR-EGFP intensity; active compounds read high
Dynein cargo inh nuclear GR-EGFP = further read-out of Dynein cargo inh, marked with its call; z-score; measured here: nuclear GR-EGFP intensity;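 lower value marks the stronger effect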
Dynein cargo inh cell count = also measured in Dynein cargo inh; calls as there; z-score; measured here: cell count per field
Insulin prom up cell count = also measured in Insulin prom up; calls as there; cell count; measured here: cytotoxicity, nuclei count;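 total cells summed across four imaged fields per well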
Lipid droplet cells 6.5 µM = also measured in Lipid droplet; calls as there; cell count; measured here: cell count, cytotoxicity flag;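 cells counted across two imaged fields per well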
bCat nuc transl cell count 5 µM = also measured in bCat nuc transl; calls as there; cell count; measured here: cell count, cytotoxicity flag
T cell modulator vesicle-bound % = further read-out of T cell modulator, marked with its call; double positive events, %; measured here: CD8+ vesicle-bound cell fraction;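 binding gate set so that unloaded-vesicle control wells show 10% double positive cells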
MT stabilize HCS Hoechst-high % = second read-out of MT stabilize HCS, no call of its own (marks repeat the call); % Hoechst-high responders; measured here: nuclear condensation Hoechst responders;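 share of cells brighter than vehicle mean plus two SD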
MT stabilize HCS cytotoxicity % = recorded beside MT stabilize HCS, whose call it bears; toxicity, %; measured here: cytotoxicity by cell density;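 0% = mean cell density of plate MIN control wells and 100% = no cells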
Myeloid diff MLP GFP+ MAC1+ % = recorded beside Myeloid diff MLP, whose call it bears; GFP+ MAC1+ double positive, %; measured here: differentiation confirmed by MAC1 staining
Starred values were filed as active, the others as inactive; i = inactive; . = not tested or not shown. Not a hit list; any-hit rate near 3%.

mol,human PMI inhibition,MT stabilize HCS,MT stabilize HCS Hoechst-high %,MT stabilize HCS cytotoxicity %,TNAP activation fold,Lipid droplet,Lipid droplet cells 6.5 µM,Insulin prom up,Insulin prom up cell count,Myeloid diff MLP,Myeloid diff MLP GFP+ MAC1+ %,T cell modulator,T cell modulator vesicle-bound %,Dynein cargo inh,Dynein cargo inh cytoplasmic EGFP,Dynein cargo inh nuclear GR-EGFP,Dynein cargo inh cell count,bCat nuc transl,bCat nuc transl cell count 5 µM
O=C(CC1Oc2ccccc2NC1=O)NC1CCCC1 (stereo not drawn),-13.5%,8.6,2.2,1.9,1,.,.,0.04,955,i,1.7,i,38.5,2.38,-0.0404,1.83,-1.02,.,.
O=C(CSc1ccccn1)N1CCN(c2ccc(Cl)cc2)CC1,4.3%,1.4,1.0,3.9,1.2,-16.2,715,.,.,i,1.9,i,42.4,-1.07,-0.135,-0.276,0.815,-11.2,1170
CC1CCCCN1C(=O)Cn1cc(/C=C2/C(=O)Nc3ccccc32)c2ccccc21 (stereo not drawn),16.5%,2.0,1.0,2.2,0.9,.,.,0.17,1538,.,.,.,.,-0.112,0.118,0.317,0.428,-0.4,1302
C/C=C\C=C\C(=O)N1CC2(CC(c3cccc(NC(=O)/C(C)=C\C)c3)=NO2)C[C@H]1C(N)=O (stereo partly drawn),.,.,.,.,.,-19.4,703,0.36,664,i,0.9,i,18.0,0.89,-0.729,0.75,-1.05,1.1,1088
Cc1cccc(-c2nc3ccccc3c(=O)n2NC(=O)c2ccc([N+](=O)[O-])c(C)c2)c1,11.3%,5.0,1.9,3.4,1,-3.4,674,0.49,1443,i,0.3,i,56.6,-0.256,-0.197,0.25,0.269,-0.7,1093
O=C(O/N=C(\c1ccccc1)c1ccncc1)c1ccccc1Cl,10.0%,1.8,1.8,1.5,1.1,-10.6,706,-0.32,1353,i,0.5,i,6.4,1.7,-0.326,0.726,-1.21,-1.2,1069
Cc1noc(C)c1CSCC(=O)Nc1nc2ccc(Oc3ccccc3)cc2s1,11.5%,2.6,2.1,9.5,1.1,10.3,771,.,.,i,0.4,i,32.1,0.255,0.115,0.189,-0.366,.,.
CCN(CCCNC(=O)C1CCN(S(=O)(=O)CC)CC1)c1ccccc1,19.4%,3.4,2.3,8.5,1.1,1.1,721,0.58,1218,i,1.0,i,24.1,-1.39,-0.164,-0.269,0.174,0.0,1021
Cc1cc(C)cc(NC(=O)CN(c2ccc(F)cc2)S(C)(=O)=O)c1,0.7%,1.1,1.9,5.6,1,-9.7,501,0.49,1412,i,0.6,i,49.4,-0.693,-0.229,-0.553,1.32,1.1,1471
CCOC(=O)c1[nH]c2c(c1C)C(=O)CC(c1ccc(N(C)C)cc1)C2 (stereo not drawn),1.3%,6.7,1.7,10.0,1.1,6.1,682,1.3,1902,i,3.1,i,26.2,1.62,-0.107,0.867,-0.979,2.3,1073
Cn1c(=O)c(C(=O)COC(=O)c2cc(C3CC3)nc3ccccc23)c(N)n(Cc2ccccc2)c1=O,3.4%,3.9,2.9,6.4,1.1,55.1*,731*,0.9,1177,.,.,i,43.9,0.446,-0.194,0.524,0.516,5.0,564
COc1ccc(CC2(C)OC(c3ccc(C)cc3)=NN2C(C)=O)cc1 (stereo not drawn),8.1%,6.7,2.0,4.5,1.1,12.8,587,-0.18,1263,i,0.2,i,9.3,-0.697,-0.336,-0.733,0.756,-4.8,517
CCc1c(C)nc2ncnn2c1N1CCCC(C(=O)NCCc2ccc(OC)cc2)C1 (stereo not drawn),3.8%,5.4,3.4,10.2,1.2,.,.,.,.,i,5.2,i,39.8,1.07,-0.15,1.61,-1.66,-7.7,1019
CC(C)(C)c1n[nH]c2c1CCCC2,-6.6%,4.6,1.8,4.4,1,0.5,698,0.23,1168,i,0.9,i,30.9,-0.309,-0.303,-0.395,0.361,.,.
Cc1cc(C)n2cc(CSc3ccc(Cl)cc3)nc2n1,.,.,.,.,.,1.0,727,-0.14,987,i,1.2,i,21.3,1.92,-0.0417,1.01,-1.81,-0.7,1315

Full records, looked up by structure. Values in the order: human PMI inhibition, MT stabilize HCS, MT stabilize HCS Hoechst-high %, MT stabilize HCS cytotoxicity %, TNAP activation fold, Lipid droplet, Lipid droplet cells 6.5 µM, Insulin prom up, Insulin prom up cell count, Myeloid diff MLP, Myeloid diff MLP GFP+ MAC1+ %, T cell modulator, T cell modulator vesicle-bound %, Dynein cargo inh, Dynein cargo inh cytoplasmic EGFP, Dynein cargo inh nuclear GR-EGFP, Dynein cargo inh cell count, bCat nuc transl, bCat nuc transl cell count 5 µM
Profile of CC1CCCCN1C(=O)Cn1cc(/C=C2/C(=O)Nc3ccccc32)c2ccccc21 (stereo not drawn) → 16.5%, 2.0, 1.0, 2.2, 0.9, ., ., 0.17, 1538, ., ., ., ., -0.112, 0.118, 0.317, 0.428, -0.4, 1302
Profile of Cc1cccc(-c2nc3ccccc3c(=O)n2NC(=O)c2ccc([N+](=O)[O-])c(C)c2)c1 → 11.3%, 5.0, 1.9, 3.4, 1, -3.4, 674, 0.49, 1443, i, 0.3, i, 56.6, -0.256, -0.197, 0.25, 0.269, -0.7, 1093

Other records follow:
mol,human PMI inhibition,MT stabilize HCS,MT stabilize HCS Hoechst-high %,MT stabilize HCS cytotoxicity %,TNAP activation fold,Lipid droplet,Lipid droplet cells 6.5 µM,Insulin prom up,Insulin prom up cell count,Myeloid diff MLP,Myeloid diff MLP GFP+ MAC1+ %,T cell modulator,T cell modulator vesicle-bound %,Dynein cargo inh,Dynein cargo inh cytoplasmic EGFP,Dynein cargo inh nuclear GR-EGFP,Dynein cargo inh cell count,bCat nuc transl,bCat nuc transl cell count 5 µM
Cc1c(Cl)cccc1NC(=O)CN1C(=O)CSc2ncccc21,-7.2%,3.0,3.3,6.3,1,.,.,1.18,943,.,.,.,.,-0.283,-0.227,0.11,0.503,.,.
CN(Cc1nc2ccccc2c(=O)[nH]1)Cc1cc(=O)oc2ccc3ccccc3c12,11.6%,2.7,2.3,7.0,1,-4.2,782,0.18,969,i,4.0,i,6.9,-0.638,-0.104,-0.525,0.378,-2.2,1258
CCCCn1nnnc1SCC(=O)Nc1ccc2c(c1)OCCO2,15.1%,1.7,1.7,5.7,1.1,.,.,-0.13,1277,i,0.6,i,40.0,-0.259,-0.206,-0.296,0.568,-6.6,1068
CC(=O)Nc1ccc(SC[C@H](c2ccccc2)N2CCN(CCc3ccccc3)CCC2=O)cc1,.,.,.,.,.,13.9,770,.,.,.,.,i,43.4,-4.7*,1.74*,-1.98*,-2.49*,-1.0,1225
O=C(Nc1ccccc1O)c1cc(S(=O)(=O)N2CCOCC2)ccc1Cl,12.4%,5.2,5.4,6.9,1.1,0.6,671,0.19,1286,i,0.6,i,39.2,1.41,-0.219,0.793,-1.3,-0.1,1079
O=C(NCN1CCN(c2ccccc2F)CC1)c1cccnc1,-16.9%,4.6,2.2,6.4,1,.,.,.,.,i,0.9,i,3.2,0.437,-0.117,-0.101,0.464,.,.
CCN(CC)CC(=O)Nc1sc2c(c1C(=O)c1ccccc1C)CCC2,.,2.0,1.2,9.7,1,-10.6,636,.,.,i,0.1,i,30.5,0.0034,-0.266,-0.0714,0.394,1.3,1518
O=C(NC1=NCCS1)c1cc(-c2ccccc2)nn1-c1ccccc1,10.0%,.,.,.,1,.,.,.,.,i,2.0,i,47.9,.,.,.,.,-2.2,1166
O=C(COC(=O)/C=C/c1ccco1)NCc1ccccc1,2.1%,3.4,3.2,8.7,1.1,-0.7,630,-0.42,1285,i,0.2,i,42.9,0.202,-0.256,0.529,0.842,-2.1,1079
Cc1ccc(CNC(=O)CCC2CCCN(C(=O)CCC(F)(F)F)C2)o1 (stereo not drawn),-7.8%,2.8,1.6,4.1,1.1,3.0,699,-0.28,1363,i,0.8,i,45.8,0.222,-0.0952,0.0211,0.333,0.3,1110
CCOc1ncccc1C(=O)OCc1ccc(C(=O)OC)o1,13.4%,2.2,2.2,7.0,1.1,.,.,1.54,1413,i,0.8,i,30.2,-0.0205,0.107,0.19,-0.113,-3.4,942
CC(C)C(C)NC(=O)CN1C(=O)NC2(CCCc3ccccc32)C1=O (stereo not drawn),-2.7%,5.1,2.1,8.6,1.1,5.5,695,-0.53,1212,i,0.1,i,50.6,-1.22,-0.305,-0.637,0.901,-0.2,1066
